# Screening data as filed in PubChem.
# LDHA inh – inhibitors of human lactate dehydrogenase A. 480,000 tested, 0.15% active. AID 1347041. activity change, % (values are at about 110 or 230 µM). purified LDHA, NADH/diaphorase-resazurin fluorescence; active compounds read low. P00338; in the data active = activity change below about -30%;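 also: plate controls were DMSO wells for no effect and wells without enzyme for full effect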
#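 LDH5 2 nM; NADH 0.06 mM, pyruvate 0.2 mM; 200 mM Tris pH 7.4, EDTA, Tween-20; 5 min RT. Detection: diaphorase 0.133 mg/mL + resazurin 37 µM, fluorescence ex540/em590 at 0 and 20 min; normalized to enzyme-free and DMSO wells.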
# Active calls of the source: *. Not all compounds are listed; rates above refer to the full screens.
SMILES,LDHA inh
CC(C(=O)N(C)CC(=O)Nc1ccccc1C(F)(F)F)N1CCCCC1 (configuration not stated),-5
O=C(NC1CC1)C1CCN(CCCc2nc3ccccc3o2)CC1,0
C=CCOc1ccc(C(=O)Nc2ccccc2-c2ccccc2)cc1,7
Cc1ccsc1C(=O)N1CCSCC1,2
COc1ccccc1-c1cc(C(=O)Nc2c(C)nn(Cc3ccc(C)cc3)c2C)no1,-12
CCn1c(SCC(=O)Nc2ccc(Cl)cn2)nc2ccccc21,-1
COc1cc(C2CC(=O)N(c3ccc(C)cc3)C3=C2C(=O)OC3)cc(OC)c1OC (configuration not stated),11
O=c1[nH]cccc1NS(=O)(=O)c1ccccc1Cl,60
CC1(C)CC(=O)C2=C(C1)OC1=C(C(=O)CC(C)(C)C1)C2c1ccc(-c2ccccc2C(=O)O)o1,-2
CCCN1CCC(NC(=O)c2csc3c2CCCC3)CC1,9
Cc1cccc(Nc2ncnc3sccc23)c1C,1
N#Cc1ccc(NC(=O)N2CCN(Cc3nc(-c4ccc(Cl)cc4)no3)CC2)cc1,-2
O=C1COc2ccc(C(=O)COC(=O)c3cc(Br)ccc3Cl)cc2N1,6
CC(C)CNC(=O)CN1CCN(c2nc(C(F)(F)F)nc3ccccc23)CC1,-6
O=C(Nc1ccc2c3c(cccc13)CC2)c1cccc(I)c1,3
COc1ccccc1Oc1ccc(NC(=O)Cn2ncc3ccc(OC)c(OC)c3c2=O)cc1,0
Cc1c(Cl)cccc1NCc1cc(=O)n2[nH]c(-c3ccccc3)nc2n1,-4
COc1ccc(S(=O)(=O)NC2CCCCC2)c2cccnc12,-3
CCOc1ccc(CNC(=O)C2CCN(S(=O)(=O)N3CCC4(CC3)OCCO4)CC2)cc1OC,11
Cc1cccc(C)c1N1CC(O)=C(c2nc3ccccc3[nH]2)C1=N,2

# Reprinted from the part before: 5 entries; new compounds follow.
SMILES,LDHA inh
COc1ccccc1Oc1ccc(NC(=O)Cn2ncc3ccc(OC)c(OC)c3c2=O)cc1,0
Cc1c(Cl)cccc1NCc1cc(=O)n2[nH]c(-c3ccccc3)nc2n1,-4
COc1ccc(S(=O)(=O)NC2CCCCC2)c2cccnc12,-3
CCOc1ccc(CNC(=O)C2CCN(S(=O)(=O)N3CCC4(CC3)OCCO4)CC2)cc1OC,11
Cc1cccc(C)c1N1CC(O)=C(c2nc3ccccc3[nH]2)C1=N,2
COc1ccc(Nc2nc(N)c(C(=O)c3cc(C)c(C)cc3C)s2)cc1,3
O=c1[nH]c(CSc2nc3ccccc3o2)nc2cc(Cl)ccc12,-20
CC(=O)OC1C2COC(O2)C(OC(C)=O)C1OC(C)=O (configuration not stated),2
Cc1ccc(-n2nnnc2SCC(=O)N2CCN(CC(=O)N3CCCC3)CC2)cc1,4
CC(C(=O)Nc1cccc(C#N)c1)n1nnc(-c2ccccc2Cl)n1 (configuration not stated),0
CC(=O)c1c(C)c(C)cc(C)c1C,0
Cn1cc(CC(=O)NCc2cn3ccccc3n2)c2ccccc21,9
CC(C)Oc1ccc(C(=O)Nc2ccc3oc(-c4cccnc4)nc3c2)cc1,14
Nc1cccc(S(=O)(=O)N2CCN(S(=O)(=O)c3ccc4c(c3)OCCO4)CC2)c1,-9
Cn1cnnc1-c1ccc(NS(=O)(=O)c2ccc(C(C)(C)C)cc2)cc1,3
O=C(NCCO)c1nc(-c2cccc3[nH]ccc23)no1,0
NC(Cc1ccc(OC(F)(F)F)cc1)C(=O)O (configuration not stated),17
CCNS(=O)(=O)c1ccc2c(c1)NC(=O)CO2,-6
OCc1cccc(N=Cc2ccc(Cl)cc2Cl)c1,-5
CCc1ccc(NC(=O)CSC2=NS(=O)(=O)c3ccccc3N2Cc2ccccc2)cc1,-14
Cc1c(NC(=O)C(C)C)cccc1-c1nc2cc(Cl)ccc2o1,-7
COc1cc(CN(C(=O)COc2ccccc2C)c2ccccn2)cc(OC)c1OC,12
CCOc1ccc(-c2ccccc2)cc1C=O,-10
O=C(N/N=C/c1c[nH]c2ccccc12)c1csc2ccccc12,7
Cc1ccc(Cn2c(SCCC(C)C)nc3c2c(=O)[nH]c(=O)n3C)cc1,11
Cc1nc2cc(NC(=O)CC(C)(C(=O)O)C(C)C)ccc2o1 (configuration not stated),7
CC1Cc2ccccc2N1S(=O)(=O)c1ccc(Cl)cc1F (configuration not stated),7
CCOC(=O)c1cc(NC(=O)c2ccc(Cl)c(Cl)c2)ccc1N1CCOCC1,2
COc1ccc(CN(C(=O)c2nn(Cc3ccccc3)c(=O)c3ccccc23)C2CC2)cc1,17
FC(F)(F)C(Oc1nc(OC(C(F)(F)F)C(F)(F)F)nc(N2CCOCC2)n1)C(F)(F)F,10
COc1cccc(/C=C/C(=O)C23CC4CC(CC(C4)C2)C3)c1OC,5
Clc1cccc(Cl)c1CNc1n[nH]c(-c2ccco2)n1,2
CCOC(=O)c1[nH]c(C)c(CCC(=O)N2CCC(C(=O)NCCN(C)C)CC2)c1C,2
O=C(CCn1ccc2cc(S(=O)(=O)N3CCCCC3)ccc21)N1CCOCC1,-6
CC(=O)Nc1ccc(NC(=O)Cn2nc3nc(Nc4ccccc4)ccn3c2=O)cc1,8
CCCSc1nc2c(c(=O)[nH]1)C(C(=O)Nc1ccccc1F)CC(=O)N2 (configuration not stated),-1
COc1cccc(C(=O)Nc2oc3ccc(Cl)cc3c(=O)c2-c2ccccc2)c1,-3
Cc1cccc(N(C)S(=O)(=O)c2ccc3oc(=O)ccc3c2)c1C,1
COc1ccccc1-c1nc(-c2cc3cccc(OC)c3oc2=O)cs1,-11
C#CCn1cc(/C=C2/NC(=O)N(CC)C2=O)c2ccccc21,-1
Cc1ccc2nc(-c3ccccc3)cc(C(=O)NCCN3CCOCC3)c2c1,-1
O=C(Nc1ccccc1C(F)(F)F)Nc1c(N2CCCC2)c2ccccc2oc1=O,0
O=C(NC1CCC(c2ccccc2)CC1)c1cccc2ncccc12 (configuration not stated),1
COc1ccc(-n2nc(C)c3c2NC(=O)CC3c2ccccc2OCC(C)C)nn1 (configuration not stated),8
CC(C)CCNC(=S)Nc1ccccc1,0
Cc1nc(-c2ccc(F)cc2)sc1C(=O)NC1C=CS(=O)(=O)C1 (configuration not stated),-6
N#C/C(=C/c1ccc(-c2ccccc2C#N)o1)c1nc2ccccc2[nH]1,4
Cn1c(CN2CCOCC2)nnc1SCc1c(F)cccc1Cl,11
Cc1cc(C)c2c(n1)oc1c(=O)n(CC(=O)N3CCOCC3)cnc12,-8
CC(=O)Nc1ccc(C)cc1-c1nnc(SCC(=O)Nc2cc(Cl)ccc2Cl)[nH]c1=O,2
CCCCN(C)C(=O)CSc1nc2ccsc2c(=O)n1-c1ccccc1F,15
Cc1ccc(C(=O)Nc2ccc(-c3nccs3)cc2)c(C)c1,1
O=C(NCCc1cccnc1)c1ccc(C(F)(F)F)cc1,-5
O=C1CCCc2cc(S(=O)(=O)NCC3CCC(C(=O)NCCc4ccccc4)CC3)ccc2N1 (configuration not stated),3
Cc1ccc(-n2nc(-c3noc(C(=O)NCc4cccnc4)n3)c(=O)n(C)c2=O)cc1,-4
O=[N+]([O-])c1cc(S(=O)(=O)Nc2ccc(Cl)cc2)ccc1N/N=C/c1ccccc1Br,1
CCc1ccccc1NC(=O)CN(C)C(=O)C(C)N1CCCC(C(F)(F)F)C1 (configuration not stated),0
Cc1cccc(CSCC(=O)O)c1,0
CCCN(Cc1cc2cccc(C)c2[nH]c1=O)C(C)=O,-3
COc1ccc(C2=NN3C(C2)c2ccccc2OC32CCN(C(C)=O)CC2)c(OC)c1 (configuration not stated),1
CC(C)=CC1C(C(=O)Nc2c(C)cccc2C(C)C)C1(C)C (configuration not stated),2
O=C(Nc1c(F)c(F)c(F)c(F)c1F)c1ccc(-c2ccccc2)cc1,3
Cn1c(=O)[nH]c(=O)c2c1nc(N1CCCC1)n2CC(O)CO (configuration not stated),-4
CC1CCC/C(=N/NC(=O)c2ccc(Br)o2)C1 (configuration not stated),1
COC(=O)c1ccn(Cc2cccc(Cl)c2)n1,5

# A stretch of the results above, as a working copy:
SMILES,LDHA inh
Cc1ccc(C(=O)Nc2ccc(-c3nccs3)cc2)c(C)c1,1
O=C(NCCc1cccnc1)c1ccc(C(F)(F)F)cc1,-5
O=C1CCCc2cc(S(=O)(=O)NCC3CCC(C(=O)NCCc4ccccc4)CC3)ccc2N1 (configuration not stated),3
Cc1ccc(-n2nc(-c3noc(C(=O)NCc4cccnc4)n3)c(=O)n(C)c2=O)cc1,-4
O=[N+]([O-])c1cc(S(=O)(=O)Nc2ccc(Cl)cc2)ccc1N/N=C/c1ccccc1Br,1

# The results go on:
SMILES,LDHA inh
CC(Oc1cccc(C(F)(F)F)c1)C(=O)NN (configuration not stated),0
CCn1nc(C(=O)N(Cc2ccc(OC)cc2)C(C)Cc2cccs2)c2ccccc2c1=O (configuration not stated),8
O=C(O)c1ccc(C(=O)O)s1,-2
CC(NC(=S)NNC(=O)CCc1ccccc1)c1ccccc1 (configuration not stated),-3
COc1ccc(C(=O)Oc2ccc3c(=O)c(-c4ccccc4)c(C)oc3c2)cc1,-4
COc1cccc(NC(=O)C(C)Sc2ncnc3nc[nH]c23)c1 (configuration not stated),9
Cc1cc(CSc2nnc(-c3ccc(Cl)cc3)n2Cc2ccco2)on1,1
Cc1cc(=O)oc2cc(OCC(=O)N3CCc4sccc4C3)ccc12,3
O=C(N1CCCCC1)N1CCN(Cc2nc(C3CC3)no2)CC1,-5
Cc1ccccc1-c1nnn(Cc2ncc(-c3ccccc3)o2)n1,1
CN(CC1CCCCC1)C(=O)CCc1c[nH]c2ccccc12,0
NNc1c(F)c(F)c(Br)c(F)c1F,-2
O=C(CCc1cc(Cl)no1)N(CCS(=O)(=O)N1CCOCC1)Cc1ccncc1,-9
O=S(=O)(O)CCl,2
Cc1cc(C)c2[nH]c(CSc3nnc(-c4cccc(F)c4)n3C)cc(=O)c2c1,28
COc1ccc(C)cc1-n1nnnc1SCC(=O)NCCc1ccccc1,7
CN(Cc1ccccc1Cl)C(=O)c1ccc2c(c1)CCN2S(C)(=O)=O,0
CC(C)OCCCNC(=O)Cn1cnc2c1c(=O)n(C)c(=O)n2C,-2
O=C(CCc1ncc(-c2ccc(Cl)cc2Cl)o1)Nc1nccs1,2
COC(=O)CCCNC(=O)Cn1ccc2cc(Br)ccc21,-6
Cc1c(-c2ccccc2)c1=O,-1
COc1ccc(C2N(C(=O)CN3CCOCC3)CCCN2S(=O)(=O)c2ccc(C)cc2)cc1 (configuration not stated),0
COc1ccccc1Oc1c(C)oc2cc(OCC(=O)NCc3cccs3)ccc2c1=O,-8
CCC(NC(=O)c1cccs1)c1ccccc1 (configuration not stated),0
CN(CC(=O)NC1(C)CCS(=O)(=O)C1)Cc1ccc(Cl)cc1Cl (configuration not stated),7
CC(O)CNc1nc2c(c(=O)n(C)c(=O)n2C)n1Cc1c(Cl)cccc1Cl (configuration not stated),14
CC(C(=O)N(C)CC(=O)Nc1ccccc1C(F)(F)F)N(C)Cc1cccc(F)c1 (configuration not stated),35
CCC(Oc1ccc(F)cc1)C(=O)Nc1cc(C(C)(C)C)on1 (configuration not stated),10
O=C1CC(C(=O)Nc2ccc(F)cc2)n2nc(-c3ccc(Cl)cc3)cc2N1 (configuration not stated),0
CCN(CC)S(=O)(=O)N(C)CC1COc2ccccc2O1 (configuration not stated),10
O=C(CN1CCCC1c1ccc2c(c1)OCCCO2)Nc1cc(Cl)ccc1F (configuration not stated),2
O=C(NCc1nnc2n1CCCCC2)c1nn(Cc2ccccc2)c(=O)c2ccccc12,-7
Cc1ccc(C(=O)/C=C/c2ccccc2F)o1,-7
CN(C)c1cccc(C(=O)OCC(=O)N2c3ccccc3Sc3ccccc32)c1,7
Nc1nc(N2CCOCC2)nc2c1C(C(=O)Nc1ccc(Br)cc1)CC(=O)N2 (configuration not stated),-8
FC(F)(F)c1cccc(-c2noc(CSc3nc4ccccc4o3)n2)c1,5
Cc1cc2nc(CSc3nc4ccc(NC(=O)Cc5ccccc5)cc4s3)cc(=O)n2o1,4
COc1nc2cc(C)c(C)cc2nc1C(=O)Nc1ccc(Cl)cc1,4
Cc1nc2cc(NC(C)C(=O)Nc3ccccc3F)ccc2o1 (configuration not stated),12
CCNC(=O)NC(=O)C(C)OC(=O)c1ccc(C(=O)OC)cc1 (configuration not stated),12

# Quoted at random: four records from the list, in no set order.
SMILES,LDHA inh
COc1nc2cc(C)c(C)cc2nc1C(=O)Nc1ccc(Cl)cc1,4
CN(C)c1cccc(C(=O)OCC(=O)N2c3ccccc3Sc3ccccc32)c1,7
O=C(CN1CCCC1c1ccc2c(c1)OCCCO2)Nc1cc(Cl)ccc1F (configuration not stated),2
COc1ccc(C2N(C(=O)CN3CCOCC3)CCCN2S(=O)(=O)c2ccc(C)cc2)cc1 (configuration not stated),0

# (next part)
SMILES,LDHA inh
CC(C)c1ccc(CCNC(=O)/C=C/c2cccs2)cc1,6
O=C(O)C(c1c[nH]c2cc(OCc3ccccc3)ccc12)N1CCN(c2cccc(Cl)c2)CC1 (configuration not stated),1
Cc1ccc(S(=O)(=O)c2ccc(C(F)(F)F)cn2)cc1,11
O=C(CSc1nnnn1C1CC1)c1ccc2c(c1)Cc1ccccc1-2,-2
O=S(=O)(Nc1ccc2cn[nH]c2c1)c1cc(C(F)(F)F)ccc1Cl,66
Cc1ccc(-c2cc(C(=O)OCC(=O)N3CCCC3=O)c3ccccc3n2)o1,-18
CCCCn1cnc2c1c(=O)n(CC(=O)NC1CC1)c(=O)n2CCC,4
Cc1cc(C)c(S(=O)(=O)n2cnc3ccccc32)cc1C,1
O=C(O)c1cc(NC(=O)c2ccc(CO)cc2)cc(C(=O)O)c1,-3
CC(=O)Nc1ccc(S(=O)(=O)C(C#N)c2nc3ccccc3nc2N2CCN(C)CC2)cc1 (configuration not stated),-1
CCCc1c(C)nc(Nc2nc(C)c3ccc(C)cc3n2)[nH]c1=O,12
O=C(COc1ccccc1)Nc1cccc2ncccc12,5
O=S(=O)(NCCO)c1ccc(Oc2ccc(S(=O)(=O)NCCO)cc2)cc1,0
